# DNA FID counter: counter-screen for HCV NS3 helicase inhibitors: DNA intercalator displacement. DNA fluorescent intercalator displacement, fluorescence. inhibition, % at 7.9 µM. 0.17% of 290,000 active. AID 1845; in the data active = inhibition above about 37%;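 also: 0% = vehicle and 100% = reference compound; higher means more ethidium bromide displaced from hairpin DNA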
# CRFBP-R2 block: CRF-BP/CRF-R2 complex antagonism; inhibition, % at 11.8 µM; HEK293 CRF-R2/CRF-BP, CRF-induced calcium fluorescence; 0.59% of 350,000 active; AID 588475;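 active = inhibition of the ligand-induced calcium signal above about 50% at the single tested concentration, limit read from the data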
# HCV NS3 hel inh: HCV NS3 helicase inhibition; NS3 helicase DNA unwinding, Cy5 molecular beacon fluorescence; inhibition, % at 10.9 µM; 0.56% of 290,000 active;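 active = inhibition above the mean of all tested compounds plus 3 SD, set per campaign, cut at about 35% in these data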;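 also: 0% = DMSO wells and 100% = thioflavine S control wells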
#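 Measured by: Cy5 fluorescence, 0 and 60 min reads / Assay system: NS3 helicase fragment of HCV / Control set: low DMSO, high thioflavine S at 110 µM / Times: 1 h reaction at 25 °C, ATP-initiated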
# CRFBP-R2 agonist: agonists of human CRF-binding protein/CRF-R2 receptor complex. HEK293 CRF-R2/CRF-BP, calcium dye fluorescence (FLIPR); percent of saturating CRF peptide response. 0.46% of 350,000 active. activation, % at 13.2 µM. AID 588473;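 active = activation of at least 50%, plus an integration ratio under a set limit after plate pattern correction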;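 also: plate controls were neutral control wells without compound for no effect and CRF at EC100 for full effect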
# SUMO HTRF inh: inhibitors of human SUMOylation (UBC9). HTRF SUMOylation assay, SAE1/SAE2 + UBC9, in vitro. inhibition, % at 35 µM. 0.36% of 290,000 active; in the data active = inhibition above about 50%, passing the limit was not always enough; also: strong numbers were not always called active
# Target sequence (P63279 whole entry, looked up): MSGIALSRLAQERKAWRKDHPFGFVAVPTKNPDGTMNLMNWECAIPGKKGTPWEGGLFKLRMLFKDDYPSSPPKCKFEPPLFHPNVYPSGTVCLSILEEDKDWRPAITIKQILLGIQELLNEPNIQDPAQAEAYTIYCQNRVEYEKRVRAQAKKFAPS
# MEKK2mut PB1 HTS: signal of MEK5 binding to mutant human MEKK2 PB1 domain; AID 1530; 0.35% of 290,000 active; percent response, % at 10 µM; bead flow cytometry, Alexa488-MEK5 binding to MEKK2 mutant; in the data active = percent response above about 24%, passing the limit was not always enough; also: inactives centre near 1; some results filed as inactive read as strong as hits
# MEKK3 PB1 HTS: MEKK3-MEK5 PB1 interaction, increase or decrease | Q99759 | bead-based flow cytometry, Alexa488-MEK5 binding to MEKK3; actives lie on both sides; 0 = blocked by unlabeled MEK5, 100 = vehicle | binding response (% of control), % at 10 µM | 1.4% of 290,000 active | AID 1529;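 active = binding response more than 3 SD above or below the average of its plate-row segment, actives on both sides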;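 also: Alexa488 bead fluorescence after subtracting the streptavidin-only scavenger bead signal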
# GalR3 antag: human GalR3 antagonism; O60755; HEK293 GalR3-CNG cAMP membrane potential fluorescence; galR3 body fused to GalR1 C-terminus; inhibition, % at 3 µM; 0.44% of 360,000 active; AID 651719;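 active = inhibition above the screen-wide average plus 3 SD, cut at about 13% in these data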;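 also: forskolin and galanin both at EC90 stimulate the cells; cAMP rise reported by CNG channel membrane potential dye signal; 0% = forskolin plus galanin with DMSO and 100% = forskolin alone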
# Target sequence (O60755 1-299 limits assumed): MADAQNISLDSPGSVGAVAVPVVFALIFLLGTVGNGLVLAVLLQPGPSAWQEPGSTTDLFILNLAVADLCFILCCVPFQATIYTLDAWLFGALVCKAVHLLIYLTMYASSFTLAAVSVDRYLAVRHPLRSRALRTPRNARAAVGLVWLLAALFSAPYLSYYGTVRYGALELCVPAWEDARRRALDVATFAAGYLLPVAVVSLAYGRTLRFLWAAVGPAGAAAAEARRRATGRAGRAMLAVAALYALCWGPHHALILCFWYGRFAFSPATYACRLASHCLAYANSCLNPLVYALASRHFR
# MEKK2 WT-MEK5: raises or lowers MEK5 binding to wildtype human MEKK2 PB1 domain | Q9Y2U5 | bead flow cytometry, Alexa488-MEK5 binding to MEKK2 WT; actives lie on both sides | binding response (% of control), % at 10 µM | 1.1% of 290,000 active | AID 1531; in the data active = binding response below about 67% or above about 130%
# * hit, by the source's call; · = no result given.
SMILES,DNA FID counter,CRFBP-R2 block,HCV NS3 hel inh,CRFBP-R2 agonist,SUMO HTRF inh,MEKK2mut PB1 HTS,MEKK3 PB1 HTS,GalR3 antag,MEKK2 WT-MEK5
O=C(O)CNc1nc(-c2ccccc2)nc2c1oc1ccccc12,-23,18,0,-4.3,6,-2,97,-2,92
COc1ccc(OC)c(NC(=O)C2C3CC4OC(=O)C2C4C3)c1 (stereo not drawn),-1,-12,7,-1.3,3,2,102,1,105
Cc1cccc(OCC(=O)NCC(=O)N/N=C/c2cccnc2)c1,-7,7,-8,-0.9,21,-10,94,-5,92
C=C1c2ccccc2NC(=O)N1c1ccc(OC)cc1,-3,-2,-1,0.9,10,-9,98,-3,95
Cc1nc2sccn2c(=O)c1CCN1CCC(=C(c2ccc(F)cc2)c2ccc(F)cc2)CC1,16,-37,-78,5.3,-4,12,86,-6,146*
CC(=O)Nc1ccc(NC(=O)c2c(-c3ccccc3)noc2C)cn1,-7,6,5,-1.9,6,-2,101,-5,102
COc1ccc(C(=O)c2cnc(/N=C/N(C)C)s2)cc1,-3,0,3,3.9,7,0,105,-4,104
COc1ccc(N=C2C(=Nc3ccc(OC)cc3)N(c3ccccc3)C(=S)N2C(=O)c2ccc(Cl)cc2)cc1,-2,-4,-2,4.6,6,2,102,-4,98
COc1ccc(CC(=O)NC(C)c2nnc(SCCC(=O)Nc3ccccc3)n2C)cc1 (stereo not drawn),-22,15,4,-1.6,29,1,98,2,103
COc1cc2c(cc1OC)C(COc1ccc(C(C)C)cc1)NCC2 (stereo not drawn),5,-6,-56,3.0,0,-1,103,3,111
O=C(NCCc1ccc(Cl)cc1)c1cc(-c2ccncc2)nc2ccccc12,-22,1,-4,0.1,-3,-8,93,-8,94
CCCCN(C(=O)CC(c1ccccc1)c1ccccc1)c1c(N)n(CCC)c(=O)[nH]c1=O,-27,0,9,-0.9,8,9,101,-3,102
C/C(CC(=O)Nc1ccc(C)c(Cl)c1)=N\NC(=O)Cc1cccs1,-8,-5,0,0.6,17,-24,84,-6,77
CC(=O)c1sc(-c2ccccc2)nc1C,1,3,-2,-0.9,20,-15,83,-5,83
COc1cc(NC(=O)c2cc(Br)cc(C)c2OC)ccc1NC(=O)C(C)C,-11,-27,8,0.3,11,0,108,-6,106

# An excerpt from above, reduced to SUMO HTRF inh and MEKK2 WT-MEK5:
Structure,SUMO HTRF inh,MEKK2 WT-MEK5
COc1ccc(N=C2C(=Nc3ccc(OC)cc3)N(c3ccccc3)C(=S)N2C(=O)c2ccc(Cl)cc2)cc1,6,98
COc1ccc(CC(=O)NC(C)c2nnc(SCCC(=O)Nc3ccccc3)n2C)cc1 (stereo not drawn),29,103
COc1cc2c(cc1OC)C(COc1ccc(C(C)C)cc1)NCC2 (stereo not drawn),0,111
O=C(NCCc1ccc(Cl)cc1)c1cc(-c2ccncc2)nc2ccccc12,-3,94
CCCCN(C(=O)CC(c1ccccc1)c1ccccc1)c1c(N)n(CCC)c(=O)[nH]c1=O,8,102
C/C(CC(=O)Nc1ccc(C)c(Cl)c1)=N\NC(=O)Cc1cccs1,17,77
CC(=O)c1sc(-c2ccccc2)nc1C,20,83

# MEKK2 WT-MEK5: entries above that show a hit.
structure	CRFBP-R2 block	HCV NS3 hel inh	CRFBP-R2 agonist	SUMO HTRF inh	MEKK2mut PB1 HTS	MEKK3 PB1 HTS	GalR3 antag	MEKK2 WT-MEK5
Cc1nc2sccn2c(=O)c1CCN1CCC(=C(c2ccc(F)cc2)c2ccc(F)cc2)CC1	-37	-78	5.3	-4	12	86	-6	146*

# Compounds above that have a Cl atom:
SMILES,DNA FID counter,CRFBP-R2 block,HCV NS3 hel inh,CRFBP-R2 agonist,SUMO HTRF inh,MEKK2mut PB1 HTS,MEKK3 PB1 HTS,GalR3 antag,MEKK2 WT-MEK5
COc1ccc(N=C2C(=Nc3ccc(OC)cc3)N(c3ccccc3)C(=S)N2C(=O)c2ccc(Cl)cc2)cc1,-2,-4,-2,4.6,6,2,102,-4,98
O=C(NCCc1ccc(Cl)cc1)c1cc(-c2ccncc2)nc2ccccc12,-22,1,-4,0.1,-3,-8,93,-8,94
C/C(CC(=O)Nc1ccc(C)c(Cl)c1)=N\NC(=O)Cc1cccs1,-8,-5,0,0.6,17,-24,84,-6,77

# (list continues)
SMILES,DNA FID counter,CRFBP-R2 block,HCV NS3 hel inh,CRFBP-R2 agonist,SUMO HTRF inh,MEKK2mut PB1 HTS,MEKK3 PB1 HTS,GalR3 antag,MEKK2 WT-MEK5
O=Cc1c(C(=O)O)n(CC(=O)O)c2ccccc12,-1,5,5,2.3,-3,1,134*,2,106
COCCN(C(=O)CSCc1ccccc1)c1c(N)n(Cc2ccccc2)c(=O)[nH]c1=O,-32,11,-1,0.7,3,1,102,-1,100
Cc1ccccc1C(=O)N1CCN(c2ccc(NC(=O)CSc3ccc(Cl)cc3)cc2)CC1,-8,-2,-2,12,-10,-2,97,-6,99
CN(C(=O)COc1ccccc1)C1CCS(=O)(=O)C1 (stereo not drawn),3,6,-20,-0.1,8,-1,106,-1,99
COc1ccc(/C=N/NC(=O)c2cc(-c3ccc(C)cc3C)nc3ccccc23)cc1COC(C)=O,-14,-13,-11,2.9,-23,·,·,-2,·
O=C1OCCN1S(=O)(=O)Nc1ccccc1,8,19,-28,-1.6,9,6,105,-9,105
Cc1nnc(SCC(=O)Nc2cccc(S(=O)(=O)N(C)c3ccccc3)c2)s1,0,7,-7,1.1,-1,9,102,13*,107
C=CCn1c(=N)n(CC(=O)c2ccccc2)c2ccccc21,5,-4,-8,-0.2,-1,1,94,-3,104
Cn1c(=O)[nH]c(=O)c2c1nc(N1CCCCC1)n2CCCSc1nnnn1-c1ccccc1,-31,-2,-14,-1.2,1,12,95,0,109
O=C(O)CCc1ccc(-c2ccccc2)n1NC(=O)c1ccco1,-5,-17,3,-0.4,27,-9,98,2,97
CC(C)C(NC(=O)C1CCCCC1)C(=O)Nc1ccc2c(c1)OCCO2 (stereo not drawn),2,3,3,-1.0,4,2,103,-4,100
Cc1cc(C)c(S(=O)(=O)N(CC(=O)O)CC(=O)O)c(C)c1,-4,0,-3,0.1,-6,-2,104,-1,100
Cc1ccc(Cl)cc1NC(=S)NCCCSC1CCCCC1,-19,-15,11,1.9,-11,3,100,-3,109
Cc1cccc(NC(=O)c2c(C)cc(=O)oc2C)n1,-2,8,1,-0.1,5,2,100,-2,100
CCOC(=O)c1sc(NC(=O)c2cc(-c3ccccc3C)nc3ccccc23)c(C#N)c1C,-6,20,6,43,-5,0,100,-4,95
CCOC(=O)C1=C(N)Oc2cc(C)[nH]c(=O)c2C1c1ccncc1 (stereo not drawn),8,-2,-5,-2.1,7,4,110,-1,108
O=C(O)c1ccc(-n2nncc2-c2ccco2)cc1,3,-19,5,0.8,-6,-2,102,-8,96
COc1ccc(/C=C2\N=C(C(C)(C)C)OC2=O)c(OC)c1,-19,9,-3,1.4,3,-2,98,-2,92
CCOC(=O)NC(=O)CN1C(=O)NC2(CCc3ccccc32)C1=O (stereo not drawn),-11,0,-1,0.5,-3,2,99,-6,98
CCCC(=O)Nc1ccc(OCC(=O)OC)cc1,0,-12,0,1.3,1,3,102,-4,104
COc1cccc(/C=C2\SC(=S)N(NS(=O)(=O)c3ccccc3)C2=O)c1OC,-16,63*,16,-0.2,16,12,113,-11,111
COc1ccccc1NC(=O)CSc1nc2ccccc2nc1N1CC(C)OC(C)C1 (stereo not drawn),-39,-6,-19,1.4,1,-9,96,·,87
O=C(/C=C/c1ccc([N+](=O)[O-])cc1)NCc1ccc2c(c1)OCO2,2,12,-11,-1.8,12,-6,105,-11,95
CCc1ccc(/C=C2\Oc3cc(OS(C)(=O)=O)ccc3C2=O)cc1,3,-31,4,1.5,-10,5,92,0,96
COc1ccc(OC)c(/C=N/NC(=O)c2cnccn2)c1,-6,-8,-4,6.8,5,-1,100,-6,99
O=C(O)c1ccc(N2C(=O)/C(=C/c3ccc(-c4ccc([N+](=O)[O-])cc4)o3)C=C2c2ccccc2)cc1,-31,-3,40*,0.1,40,30,52,·,·
CC(=O)Cn1c(CN2CCCCC2)nc2ccccc2c1=O,-8,-2,-4,1.3,-4,4,102,-5,104
CN(C)S(=O)(=O)c1cccc(NC(=O)c2cnccn2)c1,11,·,-7,·,15,3,112,·,104
Cc1cccc(N(C(=O)CCC(=O)Nc2cc(C)on2)C(C(=O)NC2CCCC2)c2cccnc2)c1 (stereo not drawn),-44,-2,7,-0.5,4,4,101,0,99
Cc1ccc(C(=O)N/N=C/c2ccc(OC(=O)c3ccccc3Cl)cc2)cn1,-28,-11,32,-0.8,2,-5,95,-7,93
Cc1ccc(NC(=S)NC(NC(=O)C(C)(C)C)C(Cl)(Cl)Cl)c(C)c1 (stereo not drawn),-12,34,7,-1.8,0,0,101,-3,101
COc1ccccc1C(c1nnnn1C(C)(C)C)N1CCN(Cc2ccccc2)CC1 (stereo not drawn),7,0,-10,2.4,-7,7,113,-7,107
O=C(c1ccc(Cl)c(S(=O)(=O)N2CCCCC2)c1)N1CCN(Cc2ccccc2)CC1,-32,-1,-13,-0.7,10,2,103,-5,106
CC(=O)N1c2ccc(S(=O)(=O)NCCC(=O)NC3CCCCCC3)cc2CC1C (stereo not drawn),-36,-6,6,0.7,17,2,100,-8,100
Cc1cc(NC(=O)c2c(F)cccc2Cl)no1,1,10,4,-1.6,-1,-4,96,-4,96
COc1ccc(C(=O)/C=C/Nc2ccc(S(N)(=O)=O)cc2)cc1OC,-12,-8,-4,-0.9,13,-5,99,-4,98
Cc1cc2ccccn2c1C(=O)c1nc(NCc2ccccc2)ncc1Cl,15,2,-1,0.9,-18,-14,100,-5,85
O=C(Nc1cc(Cl)ccc1O)c1cc2n(n1)C(C(F)(F)F)CC(c1ccc3c(c1)OCO3)N2 (stereo not drawn),-5,-2,5,3.0,-20,6,116,-4,113
FC(F)(F)c1cc(-c2ccco2)nc(NCc2ccc(Cl)cc2)n1,-5,-25,33,0.0,2,0,99,-4,97
CCn1c(SC)nnc1-c1sc2cc(Cl)ccc2c1Cl,-33,4,6,-2.6,-3,3,105,-2,103
O=C(O)c1cccc(NC(=S)N/N=C/c2ccccn2)c1,-8,7,8,-0.8,-36,6,159*,-4,128
O=C(OCn1ncc(Br)c(Br)c1=O)c1c(F)cccc1F,-1,·,0,·,5,4,108,·,107
CC1CCCN(CCC(=O)Nc2ccc3c(c2)CCC3)C1 (stereo not drawn),5,-11,0,-0.7,14,4,112,-1,105
Cn1c(=O)c(C(=O)NNC(=O)c2cccc(Cl)c2)c(O)c2ccccc21,-20,9,-11,0.4,25,0,98,-8,99

# 3 entries already listed, sorted by their value in CRFBP-R2 agonist, descending.
compound	CRFBP-R2 agonist
O=C(O)c1cccc(NC(=S)N/N=C/c2ccccn2)c1	-0.8
Cc1cc(NC(=O)c2c(F)cccc2Cl)no1	-1.6
CCn1c(SC)nnc1-c1sc2cc(Cl)ccc2c1Cl	-2.6

# The list is partial (hit frequency here may not be typical).
